Compound activity from PubChem.
hcGAS lum: Primary biochemical luminescence assay for human cyclic GMP-AMP synthase inhibitors; Q8N884; recombinant h-cGAS, ATP depletion, Kinase-Glo luminescence; inhibition, % at 12.5 µM; 290,000 compounds, 0.081% hits; AID 1259398, 2018;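 note: 0% = vehicle reaction and 100% = reaction without DNA for no activity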
Target sequence (Q8N884 whole entry, looked up): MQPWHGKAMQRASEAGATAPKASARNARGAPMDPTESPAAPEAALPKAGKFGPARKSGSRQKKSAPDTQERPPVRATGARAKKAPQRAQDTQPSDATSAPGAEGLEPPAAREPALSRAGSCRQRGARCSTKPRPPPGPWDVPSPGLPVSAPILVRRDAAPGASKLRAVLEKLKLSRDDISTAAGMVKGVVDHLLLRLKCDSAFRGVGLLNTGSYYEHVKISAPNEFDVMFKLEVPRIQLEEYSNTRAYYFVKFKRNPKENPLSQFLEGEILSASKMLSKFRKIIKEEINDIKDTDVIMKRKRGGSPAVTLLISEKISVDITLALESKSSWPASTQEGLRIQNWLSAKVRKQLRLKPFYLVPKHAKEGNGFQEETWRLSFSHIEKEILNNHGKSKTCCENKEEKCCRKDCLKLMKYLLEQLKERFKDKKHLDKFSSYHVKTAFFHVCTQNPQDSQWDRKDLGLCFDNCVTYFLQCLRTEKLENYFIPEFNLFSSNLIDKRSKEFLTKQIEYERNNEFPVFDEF
mcGAS lum: cyclic GMP-AMP synthase inhibitors, mouse, primary biochemical chemiluminescence; inhibition, % at 12.5 µM; recombinant cGAS, Kinase-Glo ATP depletion luminescence; 160,000 compounds, 0.15% hits; Q8C6L5; AID 1259399, 2018;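 note: 0% = negative control wells and 100% = reference inhibitor with no enzyme activity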
NPYLR7 ag: agonists of mosquito NPYLR7 receptor, primary screen, cell-based, Aedes aegypti, calcium fluorescence, mosquito biting behavior | Aedes aegypti neuropeptide Y-like receptor 7 (NPYLR7) | HEK293T NPYLR7/Galpha15, GCaMP6s calcium fluorescence | activation, % at 10 µM | 270,000 compounds, 0.15% hits | AID 1259423, 2018; in the data active = activation above about 40%;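 note: 0% = vehicle and 100% = reference agonist at the receptor; some compounds past the cut are filed as inactive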
* = called active by the depositor; nt = no result given; & = joins results of further samples. Cut-off read from the data, not from the text of the source, unless noted: active = inhibition above about 40%; inactive = the rest.

Results follow in this order: hcGAS lum	mcGAS lum	NPYLR7 ag
> C=c1cc(C)n(CC(=O)Nc2ccc(OC)cc2)c(=O)c1=C1N=C(c2ccc(Cl)cc2)NO1
→ -1.1	-4.2	-9.8
> N#Cc1cnc2c(Cl)cc(F)cc2c1Cl
→ -0.5	nt	2.7
> Cc1cccc(OCC(=O)NCC(c2ccc3c(c2)CCCN3C)N2CCN(C)CC2)c1 (configuration not stated)
→ -6.4	nt	10.4
> COc1ccc(NC(=O)Cn2ncn3nc(-c4ccc(F)cc4)cc3c2=O)cc1Cl
→ -5.6	-7.9	-9.5
> Cc1nnc(NCCC(=O)N2CCCc3ccccc32)c(C#N)c1C
→ -6.1	nt	-20.3
> c1ccc(N2CCN(c3cccc(-c4cc5ccccc5s4)n3)CC2)nc1
→ 3.0	-0.5	-3.1
> O=C(O)Cc1coc2ccc3ccccc3c12
→ -3.2	2.7	-3.9
> Cn1nc(C2CC2)cc1C(=O)NC12CC3CC(CC(C3)C1)C2
→ -12.2	-4.6	nt
> CCCn1c(=O)[nH]c(=O)c2[nH]cnc21
→ -3.6	-2.7	0.7
> COc1ccc(C(=O)NC2CCC(NC(=O)[C@H]3CCCN3C(=O)c3cc(C(F)(F)F)cc(C(F)(F)F)c3)CC2)cc1 (some centres not stated)
→ -4.2	-4.0	33.7
> CC1(C)Cc2c(sc3[nH]c(=O)n4ncnc4c23)CO1
→ -3.5	nt	5.4
> O=C(Nc1ccc(F)cc1)C(C1CCCC1)N1CCN(C(=O)C2CCC2)CC1 (configuration not stated)
→ -3.0	-3.2	-6.2
> CCOCCCNc1nc2c(c(=O)[nH]c(=O)n2C)n1Cc1ccccc1
→ -6.0	-8.5	nt
> CN(Cc1ccccc1Cl)C(=O)CCn1cnc2sc3c(c2c1=O)CCCC3
→ -2.9	-2.7	2.0
> O=S1(=O)NC(=NCc2ccccc2)c2ccccc21
→ 3.9	-6.2	10.8
> Cc1ccc(C)c(NC(=O)C(C)N2CCCN(c3ccccc3C#N)CC2)c1 (configuration not stated)
→ -5.0	nt	1.3
> CC(C)N(CC(=O)N(Cc1ccc(F)cc1)Cc1ccco1)C(=O)C(c1ccccc1)c1ccccc1
→ -3.0	-5.2	10.7
> Cc1c(C(N)=O)cc([N+](=O)[O-])cc1[N+](=O)[O-]
→ -2.1&-1.0	nt	-7.3&-0.9
> COc1ccc(NC(=O)N(CC(=O)N(CCc2c[nH]c3ccccc23)Cc2ccc(C(F)(F)F)cc2)C2CC2)cc1
→ -7.0	-5.5	7.6
> CN(C)C(=O)OCc1cccc(OCc2ccccn2)c1
→ -1.6	nt	10.2
> Cn1cccc1C(=O)NC(=O)CN1CCCN(S(=O)(=O)c2ccc(F)cc2)CC1
→ -5.0	nt	24.4
> COCCn1c(SC(C)C(=O)OC)nc2c1c(=O)[nH]c(=O)n2C (configuration not stated)
→ -4.0	nt	7.7
> COc1cc(C(=O)NC(C(N)=O)c2ccccc2)ccc1OCCC(C)C (configuration not stated)
→ -4.6	nt	7.1
> Nc1ccc(Cl)cc1C(=O)Nc1ccncc1
→ -2.2	nt	1.4
> Cc1c(C)n2c3c(=O)n(C)c(=O)n(C)c3nc2n1CCN1CCc2ccccc2C1
→ -5.3	nt	4.0
> CC1(C)OC2COC3(COS(=O)(=O)N4CCN(c5ccccc5)CC4)OC(C)(C)OC3C2O1 (configuration not stated)
→ -2.4	nt	-3.9
> Nc1ccc2nc(SCC(=O)NCCOc3ccc(Cl)cc3)sc2c1
→ -7.9	-5.0	-5.2
> C=CCN(CC(=O)N1CCc2sccc2C1c1ccc(OC)cc1)C(=O)c1ccc(CCCC)cc1 (configuration not stated)
→ -18.6	-5.6	-5.0
> O=C1C2C(c3ccc(Cl)cc3Cl)OC3(C(=O)c4ccccc4C3=O)C2C(=O)N1C1CCCC1 (configuration not stated)
→ 2.1	nt	0.1
> Cc1nc2sccn2c(=O)c1NC(=O)c1ccc(C(C)(C)C)cc1
→ -8.1	-6.0	0.0

Record cards (already shown). Screens in order: hcGAS lum | mcGAS lum | NPYLR7 ag
O=S1(=O)NC(=NCc2ccccc2)c2ccccc21 across the screens: 3.9 | -6.2 | 10.8
Cn1nc(C2CC2)cc1C(=O)NC12CC3CC(CC(C3)C1)C2 across the screens: -12.2 | -4.6 | nt
Nc1ccc(Cl)cc1C(=O)Nc1ccncc1 across the screens: -2.2 | nt | 1.4

(further entries)
Results follow in this order: hcGAS lum	mcGAS lum	NPYLR7 ag
> NC(Cc1cc(I)c(Oc2ccc(O)c(I)c2)c(I)c1)C(=O)O (configuration not stated)
→ -0.4	nt	-9.9
> CC(=NNc1nc2ccccc2[nH]1)c1ccc[nH]1
→ -8.7	nt	4.6
> CSc1ccc(/C=N\NC(=O)CSc2nc3ccccc3[nH]2)cc1
→ -1.8	-6.5	12.2
> Cc1cccc(NC(=O)Nc2ccc(N3CCCC3)c(C(=O)NCc3ccccc3)c2)c1C
→ -2.4	-8.0	6.9
> COc1ccc(N2CCn3c2nnc(C(=O)NCCCO)c3=O)cc1
→ -12.4	-7.1	17.6
> Cc1ccc(-n2nnnc2CNS(=O)(=O)c2ccccc2C(F)(F)F)cc1C
→ 1.2	1.1	4.7
> O=S(=O)(NC1CCCCC1Sc1ccc(F)cc1)c1ccccc1 (configuration not stated)
→ -7.6	-5.3	3.8
> CC(=O)c1ccc2c(c1)N(Cc1cccc(C(=O)N3CCN(C(C)=O)CC3)c1)C(=O)CO2
→ -3.9	nt	12.0
> Cc1nn(C2CCS(=O)(=O)C2)c(C)c1N1CCN(S(=O)(=O)c2cccnc2)CC1 (configuration not stated)
→ -2.8	nt	7.7
> O=C1C2C3C=CC(C3)C2C(=O)N1Cc1ccc(Cl)cc1 (configuration not stated)
→ 2.1	0.5	-7.1
> c1ccc2c(OCc3nc4ccccc4[nH]3)cccc2c1
→ -12.1	-7.1	-0.2
> COCC(C)(C)C(=O)N1CCc2[nH]nc(-c3ccc(F)c(F)c3)c2C1
→ -4.0	nt	13.7
> COc1ccc2sc(N(CCCN3CCOCC3)C(=O)Cc3ccc(F)cc3)nc2c1
→ 1.5	-2.8	-3.2
> Cc1ccc(-c2n[nH]c(=S)n2CC(=O)NCc2ccco2)cc1
→ 2.9	nt	1.4
> COCCN(CC(=O)Nc1cc(-c2ccccc2)nn1-c1ccc(F)cc1)C(=O)Nc1ccc(C#N)cc1
→ -2.1	-3.0	9.2
> CCc1ccc(-c2csc3nc4ccccc4n23)cc1
→ -1.3	nt	-5.6
> CCCOc1ccc(-c2ccc(-c3noc(-c4ccccc4Br)n3)cc2)cc1
→ 0.6	0.5	3.4
> CCc1ncc(-c2nccn2CC(OC)c2cccs2)cn1 (configuration not stated)
→ -7.9	-10.1	0.3
> Cc1csc(SCc2cc(=O)c(OC(=O)COc3ccc(C(C)C)cc3)co2)n1
→ -11.8	-8.2	-2.9
> Cn1nc(C2CCN(C(=O)c3ccsc3)CC2)n(-c2ccccc2)c1=O
→ -0.7	nt	2.0
> CN(C)C(=O)Nc1ccc(Cl)c(Cl)c1
→ -1.7	nt	-2.6
> Clc1ccc(OC2CCNC2)cc1Cl (configuration not stated)
→ -5.2	nt	5.2
> O=C(Cn1nc(C2CC2)c2cnn(-c3ccccc3)c2c1=O)N1CCCC1
→ -4.6	nt	10.4
> COc1cccc(-c2nnc(SCc3nc(C(=O)NCCc4ccccn4)cs3)n2-c2ccccc2)c1
→ -2.6	-4.2	1.9
> CCOC(=O)CCCC(=O)N1CCN(Cc2cc(=O)c(OCc3cc(C)cc(C)c3)co2)CC1
→ -5.0	-5.2	-0.5
> NC(=O)c1cncc(N2CCN(Cc3ccc(-n4ccnc4)cc3)CC2)n1
→ -7.2	-11.4	-5.5
> CCOC(=O)CCC(=O)Nc1nnc(SCC(=O)OCC)s1
→ -10.6	-8.1	-5.1
> CC(C)COCC1CC(CC2SC(N)=NC2=O)C(=O)O1 (configuration not stated)
→ -2.5	-7.6	-0.2
> O=C(Nc1ccc(CN2C(=O)Cc3ccc(Cl)cc32)cc1)Nc1ccccn1
→ -5.2	nt	7.7
> O=S(=O)(/C=C/c1ccccc1)Nc1cccc(S(=O)(=O)NC2=NCCCCC2)c1
→ -3.9	nt	-1.4

Entries shown so far containing a CF3 group:
Results follow in this order: hcGAS lum	mcGAS lum	NPYLR7 ag
> COc1ccc(C(=O)NC2CCC(NC(=O)[C@H]3CCCN3C(=O)c3cc(C(F)(F)F)cc(C(F)(F)F)c3)CC2)cc1 (some centres not stated)
→ -4.2	-4.0	33.7
> COc1ccc(NC(=O)N(CC(=O)N(CCc2c[nH]c3ccccc23)Cc2ccc(C(F)(F)F)cc2)C2CC2)cc1
→ -7.0	-5.5	7.6
> Cc1ccc(-n2nnnc2CNS(=O)(=O)c2ccccc2C(F)(F)F)cc1C
→ 1.2	1.1	4.7

Other compounds.
Results follow in this order: hcGAS lum	mcGAS lum	NPYLR7 ag
> CCOC(=O)C1(CCCc2ccccc2)CCN(C2CCSCC2)CC1
→ -10.4	nt	4.8
> Cc1[nH]ncc1CCCNC(=O)NC(C)c1ccc(Cl)s1 (configuration not stated)
→ -7.5	-16.2	10.3
> CNC(=O)CN(C)C(=O)C1CCCCC1
→ -3.7	nt	-0.3
> CCCCCCN(C(=O)Nc1ccc(Cl)c(Cl)c1)C(C)c1nc2ccccc2c(=O)n1-c1ccccc1C (configuration not stated)
→ -0.4	-2.7	8.2
> CCN1C(=O)NC(c2ccc(Cl)cc2)C(C(=O)OCCc2ccccc2)=C1C (configuration not stated)
→ -2.9	-4.1	-1.6
> Cc1nn(-c2ccc(C(C)C)cc2)c(C)c1CCC(=O)N1CCc2ccccc2C1
→ -8.7	-4.4	-6.8
> CNc1nn(C)c2c1CCCC2
→ -3.2	-3.1	1.6
> Cc1cccc(CN(Cc2ccc(F)cc2)Cc2nc(C(=O)N3CCCCC3)co2)c1
→ 5.3	2.5	-2.2
> O=C1CN(C(=O)C2CCC2)CCN1CC1CCCC1
→ -4.8	nt	1.1
> CSc1cccc(CN(C)Cc2ccc(O)c(O)c2)c1
→ -1.4	nt	22.0
> CCC(C)(C)c1ccc(S(=O)(=O)N2CCN(c3nc4nccc(C(C)(C)C)n4n3)CC2)cc1
→ -6.1	-3.2	2.8
> COc1cc(NC(=O)N(CCN2CCOCC2)CC(=O)N(Cc2ccc3c(c2)OCO3)Cc2ccco2)cc(OC)c1
→ 0.9	1.0	-5.0
> CCN(CC)C(C)CN1c2ccccc2Sc2ccccc21 (configuration not stated)
→ -3.4&-4.7&-8.5	-5.9	15.9&-5.3&1.1
> CCCc1nnc(C(=O)N2Cc3cnn(CCO)c3C2)o1
→ 4.3	-5.6	-2.1
> NCCn1nc(-c2ccco2)ccc1=O
→ -6.6	-7.8	5.7
> CC1=NNc2nc3c(c(=O)n(Cc4cccc(C)c4)c(=O)n3C)n2C1
→ -6.1	nt	-8.9
> CC(C)N(CC(C)(C)O)S(=O)(=O)c1ccccc1C(F)(F)F
→ -7.1	nt	-2.6
> FC(F)(F)c1cccc(Nc2nc(-c3ccccc3Cl)nc3cc(Cl)ccc23)c1
→ 1.2	-3.9	nt
> Cc1ccc(C)c(CSc2nc(=O)n3cc(C)ccc3n2)c1
→ -10.1	-8.4	-0.7
> CC(C)[C@H]1CN(c2cc(C(=O)N3CCCCC3)ccn2)C[C@@H]1N(C)C
→ -9.7	-4.5	nt
> Cc1cccc2nc(CNC(=O)Cn3ccccc3=O)n(C)c12
→ -8.9	nt	-6.5
> CN(Cc1n[nH]c(=O)[nH]1)Cc1cn(Cc2ccccc2)nc1-c1cc2ccccc2o1
→ -6.4	nt	6.1
> CCC(NC(=O)CCCc1ccc(C)s1)c1n[nH]c(C)n1 (configuration not stated)
→ -2.5	-10.1	0.5
> CC1(C)Cc2cc(CNC(=O)c3cn4c(n3)CNCC4)ccc2O1
→ -5.7	nt	5.1
> O=C(O)c1nsc(Cl)c1Cl
→ -4.9	nt	-0.3
> COc1ccc(Cl)cc1CN(C)Cn1nc(C(C)(C)C)ccc1=O
→ -7.7	-16.1	-0.5
> COc1ccc(-c2c[n+]3c4n2CCCCC4=C(c2ccccc2)C3)cc1
→ -5.9	-3.7	1.2
> Cc1cc(C(=O)N/N=C\c2ccc(O)cc2)c2ccccc2n1
→ -1.6	-4.1	11.8
> O=C(CCc1nnc(-c2ccsc2)o1)N1CCCC1c1nc2ccccc2s1 (configuration not stated)
→ -2.6&-3.4	nt	1.8&-1.3
> Cc1cc(CNC(=O)c2cccnn2)c2[nH]c(C)c(C)c2c1
→ 1.1	-14.1	6.8
> CCOC(=O)C1(Cc2cccc(OC)c2)CCCN(Cc2ccccc2O)C1 (configuration not stated)
→ -1.6	-0.6	4.0
> CCC(NC(=O)Cc1c(C)nc(C)[nH]c1=O)c1cccs1 (configuration not stated)
→ -5.7	-17.2	14.0
> O=C(NC(c1cccs1)C1CC1)c1ccncc1 (configuration not stated)
→ 0.7	nt	-1.1
> COc1ccc(OC)c(NC(=O)COC(=O)c2ccc3nccnc3c2)c1
→ -5.3	nt	3.2
> COc1c(F)cccc1C(=O)N1CCCC(O)(CO)C1 (configuration not stated)
→ -4.5	-10.2	2.9
> CC(C)(C)CC(=O)NNC(=O)c1ccc(C(C)(C)C)cc1
→ -3.1	-6.3	0.9
> Cc1ccccc1C(=O)N1CCC2(CC1)OCC(C(=O)NCC1CCCO1)N2C(=O)c1cccc(F)c1 (configuration not stated)
→ -1.0	2.4	1.7
> CS(=O)(=O)NC(=O)c1cnc2c(cnn2C2CCCC2)c1
→ -1.4	nt	5.8
> CN(C)S(=O)(=O)c1ccc(-c2csc(-c3ccc(Cl)cc3)n2)cc1
→ -7.5	nt	5.1
> CCN(CC)C(=O)Oc1ccc2c(ccn2Cc2cccc(Oc3ccccc3)c2)c1-c1ccc(F)c(F)c1
→ 1.4	-3.7	13.3
> O=C(NCCC1COc2ccccc2O1)c1ccc(N2CCSCC2)nc1 (configuration not stated)
→ -3.9	nt	8.1
